# SSB-PriA inh: blocks PriA binding to SSB C-terminal tail; AlphaScreen SSBct-PriA binding, biotinylated peptide; inhibition, % at 33 µM; 430,000 compounds, 0.6% hits; AID 1272365; in the data active = inhibition mostly above about 37%, no sharp cut-off; inactive = mostly below about 20%;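 also: plate controls were negative control peptide for no effect and reference peptide for full effect; strong numbers were not always called active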
# * marks the source's active call; other numbers are inactive results; & = joins results of further samples. Not all compounds are listed. The share of hits here may be higher or lower than overall.
# Start of the listing, in advance, 24 compounds:
SMILES,SSB-PriA inh
O=C(CSc1nc2sc3c(c2c(=O)n1-c1ccccc1)CCCCC3)Nc1ccccc1,-4.0
COc1ccc(-c2nc(SCc3c(F)cccc3Cl)c3c(=O)n(C)c(=O)n(C)c3n2)cc1,-7.0
O=C(NCc1cc(-c2ccc3c(c2)OCO3)on1)c1ccccc1F,-22.0
Cc1cccc(OC2CCN(C(=O)[C@@H]3CC=CCC3)CC2)n1,-5.0
Cc1cc(C(=O)O)ccc1-c1ccc(C=Nn2cnnc2)o1,1.9
O=c1oc2ccc(Cl)cc2cc1S(=O)(=O)c1cccc(F)c1,-5.0
CSc1cccc2sc(NC(=O)c3ccc(S(=O)(=O)N4CCCCC4)cc3)nc12,-1.0
O=C(Nc1nc2ccccc2s1)C(=O)NC1CC1,3.0
Cc1cc(NC(=O)c2ccccc2F)n(-c2nc3c(F)cccc3s2)n1,1.0
Cc1cccc(-c2nsc(SCC(=O)NCCc3ccccc3)n2)c1,-22.0
NC(=NOS(=O)(=O)c1ccc(Cl)cc1)c1ccncc1,-3.9
C=CCc1c(C)nc(C)nc1NN=Cc1ccc(N(C)C)cc1,2.6
O=C(NCCOc1cccc2cccnc12)C1CCCC1,1.0
CCOc1ccc(-c2c(C(=O)NN=Cc3ccncc3)nnn2-c2nonc2N)cc1,10.5
O=C(NN=Cc1cc(Br)c(O)c(Br)c1O)c1cccnc1,-3.9
Cc1ccc(Nc2cc(C)nc3c(C)c(C)cc([N+](=O)[O-])c23)cc1,66.0*
CN(C)CCCNC(=O)c1ccc(C=NO)nc1,-3.9
CC(C)Sc1ccc(CC(=O)NCC2CCN(c3nc4ccccc4o3)CC2)cc1,-11.0
CCOC(=O)c1ccc(Nc2nnc(Cc3ccc(C)cc3)c(=O)[nH]2)cc1,1.0
COc1ccc(-c2noc(CSc3nc4cc(-c5ccccc5)sc4c(=O)n3C)n2)cc1OC,-8.0
COc1ccc2nc(-c3ccc(NC(=O)c4ccc(Br)o4)cc3)cn2n1,-4.0
NC(=NOC(=O)COc1ccccc1)c1ccccn1,-4.4
C[C@H](Oc1ccccc1)C(=O)NCCS(=O)(=O)N1CCN(c2ccccc2)CC1,-11.0
NCC[C@H]1CCCCN1S(=O)(=O)c1cccs1,-20.0

# Results, previewed entries included:
SMILES,SSB-PriA inh
O=C(CSc1nc2sc3c(c2c(=O)n1-c1ccccc1)CCCCC3)Nc1ccccc1,-4.0
COc1ccc(-c2nc(SCc3c(F)cccc3Cl)c3c(=O)n(C)c(=O)n(C)c3n2)cc1,-7.0
O=C(NCc1cc(-c2ccc3c(c2)OCO3)on1)c1ccccc1F,-22.0
Cc1cccc(OC2CCN(C(=O)[C@@H]3CC=CCC3)CC2)n1,-5.0
Cc1cc(C(=O)O)ccc1-c1ccc(C=Nn2cnnc2)o1,1.9
O=c1oc2ccc(Cl)cc2cc1S(=O)(=O)c1cccc(F)c1,-5.0
CSc1cccc2sc(NC(=O)c3ccc(S(=O)(=O)N4CCCCC4)cc3)nc12,-1.0
O=C(Nc1nc2ccccc2s1)C(=O)NC1CC1,3.0
Cc1cc(NC(=O)c2ccccc2F)n(-c2nc3c(F)cccc3s2)n1,1.0
Cc1cccc(-c2nsc(SCC(=O)NCCc3ccccc3)n2)c1,-22.0
NC(=NOS(=O)(=O)c1ccc(Cl)cc1)c1ccncc1,-3.9
C=CCc1c(C)nc(C)nc1NN=Cc1ccc(N(C)C)cc1,2.6
O=C(NCCOc1cccc2cccnc12)C1CCCC1,1.0
CCOc1ccc(-c2c(C(=O)NN=Cc3ccncc3)nnn2-c2nonc2N)cc1,10.5
O=C(NN=Cc1cc(Br)c(O)c(Br)c1O)c1cccnc1,-3.9
Cc1ccc(Nc2cc(C)nc3c(C)c(C)cc([N+](=O)[O-])c23)cc1,66.0*
CN(C)CCCNC(=O)c1ccc(C=NO)nc1,-3.9
CC(C)Sc1ccc(CC(=O)NCC2CCN(c3nc4ccccc4o3)CC2)cc1,-11.0
CCOC(=O)c1ccc(Nc2nnc(Cc3ccc(C)cc3)c(=O)[nH]2)cc1,1.0
COc1ccc(-c2noc(CSc3nc4cc(-c5ccccc5)sc4c(=O)n3C)n2)cc1OC,-8.0
COc1ccc2nc(-c3ccc(NC(=O)c4ccc(Br)o4)cc3)cn2n1,-4.0
NC(=NOC(=O)COc1ccccc1)c1ccccn1,-4.4
C[C@H](Oc1ccccc1)C(=O)NCCS(=O)(=O)N1CCN(c2ccccc2)CC1,-11.0
NCC[C@H]1CCCCN1S(=O)(=O)c1cccs1,-20.0
NC(Cc1cccs1)=NOC(=O)COc1ccc(Br)cc1Cl,-16.2
N#CCCn1cc(/C=C/C(=O)OCC(=O)c2ccc(Cl)cc2)c(-c2cc3ccccc3o2)n1,-5.0
CCOc1ccc(-c2ccc(C)c(NC(=O)c3ccc(S(=O)(=O)N(C)C)cc3)c2)nn1,-9.0
O=C(CSc1cn(Cc2cccc(F)c2)c2ccccc12)NCCc1ccccc1,1.0
COc1ccc(C)cc1NC(=O)CSc1cc(-c2ccccn2)nc(C)n1,41.8
Cc1ccc(NC=C2CCCCC2=O)nc1,4.5

# Pulled one by one from above:
SMILES,SSB-PriA inh
Cc1cc(NC(=O)c2ccccc2F)n(-c2nc3c(F)cccc3s2)n1,1.0
C[C@H](Oc1ccccc1)C(=O)NCCS(=O)(=O)N1CCN(c2ccccc2)CC1,-11.0
O=C(CSc1cn(Cc2cccc(F)c2)c2ccccc12)NCCc1ccccc1,1.0

# Next results:
SMILES,SSB-PriA inh
CC(=NNc1nc(C(C)(C)C)cs1)c1ccc(O)cc1,3.1
O=C(COc1ccc2ccccc2c1)NN=CC1CC=CCC1 (stereo not given),-9.2
Cn1c(=O)[nH]cc(C(=O)N2CCN(S(C)(=O)=O)CC2)c1=O,-21.0
O=C(NCC(c1ccco1)N1CCc2ccccc21)c1ccc(Cl)cc1Cl (stereo not given),5.0
Cc1ccc(-n2c(Cc3cccn3C)nnc2SCC(=O)Nc2cc(C)cc(C)c2)cc1,32.6
Cc1nc(-c2ccccc2NC(=O)Cn2cccc2)cs1,6.0
O=C(Nc1c(C(=O)Nc2ccc(OC(F)(F)F)cc2)oc2ccccc12)c1cc(Br)ccc1Cl,-5.0
CN1CCc2c(sc(N=Cc3c[nH]c4ccccc34)c2C(N)=O)C1,-1.3
COCCn1c(SCc2cccc(Cl)c2)nc2cc(C(=O)NC3CCCC3)ccc2c1=O,0.0
Cc1cc(=O)n2c(n1)SCC2CC(=O)N1CCOCC1 (stereo not given),10.0
O=C(c1ccc(F)cc1F)N1CCN(c2ccc3nnc(C4CC4)n3n2)CC1,-25.0&-9.0
O=C(COc1ccccc1)NCC(=O)NN=Cc1ccc(Br)cc1,-18.1
CON=C(COc1ccc(F)cc1)c1ccc(OC)cc1,-36.4
COc1ccc(OC)c(NC(=O)c2csc(Nc3cccc(Cl)c3)n2)c1,-5.0
O=C(NCC[C@H](O)c1cccs1)C(=O)Nc1ccon1,-11.0
CCc1c(C#N)c(SCC(=O)Nc2cccc(OC)c2)nc2c1C(=O)CC(C)(C)C2,-8.0
COc1ccc(NC(=O)c2cnc3c(c(C)nn3-c3ccccc3)c2Cl)c(OC)c1,2.0
O=C(NCCN1CCN(c2ccc(F)cc2)CC1)C1CC(=O)N(c2ccccc2)C1 (stereo not given),-1.0
Cc1ccc(S(=O)(=O)NN=Cc2ccccc2O)cc1,1.9
CCn1c(=NC(=O)Cc2ccc(C)c(C)c2)sc2cc3c(cc21)OCCO3,-15.0
Cc1cc2nnc(SCC(=O)Nc3ccc(S(N)(=O)=O)cc3)n2c2ccccc12,-9.0&-15.0
CN1CCN(C(CNC(=O)c2cccc(Cl)c2)c2ccc3c(c2)CCCN3C)CC1 (stereo not given),17.0
NS(=O)(=O)c1ccc(CCNS(=O)(=O)CCCOc2ccc3c(c2)OCO3)cc1,16.0
COc1ccc(CNC(=O)NC[C@@H](c2ccsc2)N2CCN(C)CC2)cc1OC,-7.0
CC(C)NCC(O)COc1ccc2ccccc2c1 (stereo not given),7.0
COc1ccc(-c2nnc(Nc3nc4cc(OC)ccc4s3)o2)c(OC)c1,-10.0
Cc1cc(N2CCN(C(=O)c3nccc(C)n3)CC2)nc(NC2CCCCC2)n1,-4.0
Cc1cccc(Cn2cnc3c(cnn3CCNC(=O)CCC3CCCC3)c2=O)c1,4.0
C=CCN1C(=O)C(=c2sc3nc(=O)c(Cc4ccc(OC)c(OC)c4)nn3c2=O)c2ccccc21,-7.4
CCOc1ccccc1C(=O)NCC1CCN(c2cnccn2)CC1,2.0
O=C(CSc1n[nH]c(-c2ccccn2)n1)Nc1ccc(Cl)cc1Cl,23.3
CCN1C(=O)Cc2cc(NS(=O)(=O)c3cccs3)ccc21,5.0
CN(C)S(=O)(=O)c1ccc(C(=O)N2CCC(c3nnc(-c4ccsc4)o3)CC2)cc1,-18.0
O=C1NC(=NN=Cc2ccccc2)SC1(c1ccccc1)c1ccccc1,-11.2
O=C(c1ccc(-c2ccc(Cl)cc2Cl)o1)N1CCCCC1,0.0
CCCCc1ccc(S(=O)(=O)c2cnc(SCC(=O)NCc3ccco3)[nH]c2=O)cc1,7.0
CC(O)(CNC(=O)C(=O)Nc1cc(Cl)ccc1C#N)c1ccco1 (stereo not given),4.0
NS(=O)(=O)c1ccc2nc(NC(=O)c3ccccc3Cl)sc2c1,-3.0
O=C(NCCOc1ccc2c(c1)OCO2)c1cc2ccccc2oc1=O,-1.0
N#Cc1nccnc1O[C@H]1CCN(S(=O)(=O)c2ccc(Cl)s2)C1,-13.0
COc1cc(OC)cc(C(=O)NCCn2ncc3c(=O)n(Cc4ccccc4C)cnc32)c1,-6.0
Cc1nnc(NC(=O)c2cccs2)s1,-10.0
O=C(COc1ccc(Cl)cc1)Nc1nnc(Cc2cccs2)o1,16.0
COc1coc(C(=O)Nc2ccc(F)c(Cl)c2)cc1=O,-12.0
CCN1C(=O)C(C)(C)COc2ccc(NC(=O)COc3ccccc3C)cc21,16.0
COc1ccc(-c2n[nH]c(=S)n2N=C/C=C/c2ccccc2OC)cc1,8.5
Cc1ccc(-c2csc(NC(=O)c3ccc(COC(C)C)o3)n2)cc1,3.0
O=S(=O)(c1cccs1)N(CCc1ccccc1)Cc1ccccn1,-16.0
O=C(COc1ccc(F)cc1)Nc1ccc2c(c1)N(C(=O)C1CC1)CC2,-12.0
CC(=NO)c1ccc(Oc2cnccn2)cc1,-5.6
# Continuation.
SMILES,SSB-PriA inh
O=C(Nc1cccs1)N1CCN(Cc2nc(-c3ccccc3)cs2)CC1,3.0&9.0
CC(=NNS(=O)(=O)c1cccc([N+](=O)[O-])c1)c1ccncc1,-10.7
Cc1ccc(NC(=O)c2ccc(=O)n(CC(=O)N3CCCCC3)n2)cc1,-14.0
C[C@H](NC(=O)Nc1c[nH]c2ccccc12)c1ccccc1,3.0
CC(=O)Nc1ccc(CC(=O)NCc2cncc(-c3cccs3)c2)cc1,-14.0
CC(C)(C)c1cc(C(=O)O)cc(C(C)(C)C)c1,-3.0
O=C(c1c[nH]c2ccccc12)N1CC(N2C(=O)CCC2=O)C1,-2.0
CN(C)S(=O)(=O)Nc1cccnc1,9.0
Cc1cc(C(O)CCNC(=O)c2cc(=O)c3ccccc3o2)c(C)o1 (stereo not given),25.0
CCCCOc1cccc(C(=O)Nc2nnc(-c3ccc(Cl)s3)o2)c1,-3.0
COc1ccc(SCC(=O)Nc2nc(-c3nc4ccccc4s3)cs2)cc1,-11.0&-3.0
Cc1ccc(S(=O)(=O)Nc2ccccc2C(=O)Nc2nc3c(F)cc(F)cc3s2)cc1,-13.0
O=c1[nH]nc(-c2ccccc2)c2sc(N3CCOCC3)nc12,-13.0
Cn1c(O)c(C=NN2CCOCC2)c(=O)n(-c2ccccc2)c1=S,-9.6
COc1ccc2cc(C(=O)N(Cc3ccsc3)Cc3ccco3)[nH]c2c1,0.0
Cc1nn(C)c(C)c1S(=O)(=O)NCC1CCN(C(=O)c2cc3ccccc3o2)CC1,-8.0
Cc1ccc(-c2nc(SCC(=O)c3ccncc3)c(S(=O)(=O)c3ccccc3)[nH]2)cc1,-1.0
O=C(Nc1nnc(SCc2ccc(Cl)cc2)s1)c1ccc2c(c1)OCO2,3.0
CS(=O)(=O)N(CC(=O)NN=Cc1cccs1)c1cccc(Cl)c1Cl,-2.6
Cc1ccc2nc(N(Cc3ccccc3)C(=O)c3ccn(C)n3)sc2c1,2.0
COCC(=O)N1CCCc2ccc(NS(=O)(=O)c3cccc(C)c3)cc21,0.0
CC(=NNc1ccc(S(=O)(=O)N2CCCCC2)cn1)c1cccc(Br)c1,8.5
CC(C)Cc1nnc(NC(=O)c2ccc(Br)o2)s1,-16.0
Cc1nc(-c2ccccc2Cl)sc1CNC(=O)c1snnc1C,-4.0
O=C(COc1ccc(Cl)cc1)NCCN1CCN(c2ccccc2F)CC1,-20.0
O=C(NN=C1CCc2ccccc21)c1ccccc1O,-1.8
Cn1cc(S(=O)(=O)N2CCCN(C(=O)c3ccc4nsnc4c3)CC2)cn1,-9.0
Cc1noc(-c2cccnc2N2CC[C@H](NC(=O)c3ccoc3)C2)n1,-9.0
COc1ccc(C=NNc2cc(C)nc3ccc(Br)cc23)cc1,17.2
Cc1nc2ccccc2c(=O)n1N=Cc1ccncc1,-4.6
COc1cccc2cc(-c3csc(NC(=O)c4ccccc4S(C)(=O)=O)n3)oc12,7.0
CSCCC1NC(=O)NC1=O (stereo not given),-11.5

# Bioassay records (PubChem)
